Apaf1 inhib – human Apaf-1 inhibition; reconstituted apoptosome caspase-3 activity, DEVD-Rh110 fluorescence; inhibition, % at 20 µM; 330,000 compounds, 0.71% hits; AID 489030; active means inhibition of at least 40% at 20 µM;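 further: plate controls were DMSO wells for no effect and DEVD-CHO caspase inhibitor wells for full effect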
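Assay system: Apoptosome proteins | Medium: pH 7.5 Hepes buffer with CHAPS, BSA, DTT | Also added: Cytochrome c and DEVD-Rh110 substrate | Times: 30 min plus 50 min, RT | Detection: Rhodamine 110 fluorescence at Ex 480/Em 540 nm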
SENP7 inh – SENP7 protease inhibition; Q9BQF6; recombinant SENP7, Z-RLRGG-aminoluciferin luminescence, 40 min; inhibition, % at 5 µM; 330,000 compounds, 1.5% hits;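 active means inhibition above about 50% at the single test dose, limit read from the data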;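 further: plate controls were DMSO with enzyme for no effect and no enzyme buffer wells for full effect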
Target sequence (Q9BQF6 706-1050 limits assumed): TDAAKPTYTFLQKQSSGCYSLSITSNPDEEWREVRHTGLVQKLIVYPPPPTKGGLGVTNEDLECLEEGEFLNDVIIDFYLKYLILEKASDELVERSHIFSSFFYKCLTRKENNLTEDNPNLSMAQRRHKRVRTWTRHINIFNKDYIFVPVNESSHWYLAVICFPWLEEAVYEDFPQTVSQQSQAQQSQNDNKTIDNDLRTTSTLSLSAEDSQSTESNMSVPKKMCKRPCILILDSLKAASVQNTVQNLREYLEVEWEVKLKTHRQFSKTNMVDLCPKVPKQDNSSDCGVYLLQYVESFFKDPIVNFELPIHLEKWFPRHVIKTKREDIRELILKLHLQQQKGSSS
SENP6 block – blocks the human protease SENP6. 330,000 compounds, 1.8% hits. Q9GZR1. inhibition, % at 10 µM. Recombinant SENP6 catalytic domain, aminoluciferin luminescence;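 active means inhibition above about 50% at the single tested dose, limit read from the data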;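 further: plate controls were DMSO wells with enzyme for no effect and DMSO wells lacking enzyme for full effect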
Target sequence (Q9GZR1 628-1112 limits assumed): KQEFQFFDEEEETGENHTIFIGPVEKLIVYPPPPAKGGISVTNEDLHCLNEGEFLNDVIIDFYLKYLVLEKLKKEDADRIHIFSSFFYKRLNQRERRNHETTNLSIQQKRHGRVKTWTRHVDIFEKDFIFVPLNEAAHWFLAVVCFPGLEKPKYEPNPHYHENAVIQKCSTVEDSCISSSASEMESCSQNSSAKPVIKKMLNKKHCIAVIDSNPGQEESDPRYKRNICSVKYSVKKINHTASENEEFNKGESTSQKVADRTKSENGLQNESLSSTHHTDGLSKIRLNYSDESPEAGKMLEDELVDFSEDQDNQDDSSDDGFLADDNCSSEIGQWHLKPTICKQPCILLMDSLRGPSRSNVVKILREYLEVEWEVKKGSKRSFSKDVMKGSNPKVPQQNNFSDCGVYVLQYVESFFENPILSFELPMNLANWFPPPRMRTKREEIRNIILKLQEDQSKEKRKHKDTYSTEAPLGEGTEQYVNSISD
SENP8 block-1 – inhibitors of human SENP8 protease; Q96LD8; inhibition, % at 10 µM; purified SENP8, Z-RLRGG-aminoluciferin cleavage, luminescence; 330,000 compounds, 1.2% hits; AID 2540; in the data active means inhibition above about 50%
PfG6PD inh – PfG6PD (Plasmodium falciparum) enzyme inhibition; PfGluPho enzyme, NADPH resazurin-diaphorase fluorescence; inhibition, % at 20 µM; 350,000 compounds, 0.78% hits;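 active means inhibition reaching at least a set limit at 20 µM in the primary screen, cut at about 59% in these data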;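 further: 0% = DMSO wells with substrate and 100% = DMSO wells lacking glucose-6-phosphate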
HKDC1 inh – inhibitors of human hexokinase HKDC1 | 340,000 compounds, 0.16% hits | inhibition, % at 20 µM | recombinant HKDC1, G6PDH/diaphorase resazurin coupled fluorescence | Q2TB90 | AID 493160;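 active means inhibition above about 35% when tested at 20 µM, limit read from the data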;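 further: plate controls were DMSO wells with enzyme for no effect and DMSO wells lacking enzyme for full effect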
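System: Recombinant HKDC1 hexokinase | Amount: HKDC1 at 5 µg/mL | Reagent: Glucose with 1 mM ATP | Doses: Single 20 µM dose | Incubation: Reaction time 90 min, room temperature, protected from light | Signal: Coupled resazurin fluorescence, excitation 525 nm, emission 613 nm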
NALP3 yeast inh – blocks the NALP3 inflammasome reconstituted in yeast | Yeast reconstituted NLRP3/ASC/caspase-1, beta-gal luminescence, 24 h | inhibition, % at 10 µM | 330,000 compounds, 0.39% hits;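 active means inhibition of 50% or more; inactive means inhibition below 50%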;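 further: plate controls were induced DMSO wells for no effect and uninduced yeast grown without galactose for full effect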
SENP1 FRET inh – inhibitors of human SENP1 SUMO protease catalytic domain. Q9P0U3. recombinant SENP1 catalytic domain, CyPet-SUMO1-YPet FRET cleavage. inhibition, % at 10 µM. 360,000 compounds, 0.21% hits. AID 624204;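 active means inhibition at least 30% at 10 µM, raw YFP signal under a set limit, fluorescence ratio 0.5 to 1.5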;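 further: 0% = enzyme with DMSO and 100% = no enzyme wells; some results filed as inactive read as strong as hits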
Target sequence (Q9P0U3 419-644 limits assumed): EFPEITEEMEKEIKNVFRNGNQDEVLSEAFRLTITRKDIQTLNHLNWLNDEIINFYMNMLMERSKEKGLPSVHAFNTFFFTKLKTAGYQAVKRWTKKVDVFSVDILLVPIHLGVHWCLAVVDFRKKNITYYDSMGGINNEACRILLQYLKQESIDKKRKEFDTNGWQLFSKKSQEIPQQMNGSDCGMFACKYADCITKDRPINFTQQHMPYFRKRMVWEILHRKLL
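Material – human SENP1 catalytic domain · Input – SENP1 enzyme, 20 pM final · Compound dosing – single concentration of 10 µM compound, 0.5% DMSO final · Timing – enzyme reaction for 50 min at room temperature, dark · Measured by – FRET fluorescence in CFP and YFP emission channels · Control set – no-enzyme wells low, DMSO-plus-enzyme wells high control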
SENP8 block-2 – inhibitors of human SENP8 protease; Q96LD8; recombinant SENP8, Nedd8 substrate fluorescence; inhibition, % at 20 µM; 360,000 compounds, 0.64% hits; AID 602440; in the data active means inhibition mostly above about 40%, no sharp cut-off; inactive means mostly below about 27%
The depositor's hits bear a star; nt = no result given.

SMILES	Apaf1 inhib	SENP7 inh	SENP6 block	SENP8 block-1	PfG6PD inh	HKDC1 inh	NALP3 yeast inh	SENP1 FRET inh	SENP8 block-2
COCCCNC(=O)c1ccc(CS(=O)(=O)c2ccccc2C)o1	-3	0	-32	5	-19	-2	15	1	11
CCC(=O)OC1(C)C(=O)C=C2C=C(c3ccsc3)OC=C2C1=O (stereo not drawn)	18	3	-4	5	21	17	5	5	-50
CC(=O)Nc1ccc(S(=O)(=O)NCC(=O)NCCCc2ccccc2)cc1	4	-1	-13	5	-3	-1	16	-2	-2
Cc1nc2ccccc2n1S(=O)(=O)c1cc(C(=O)O)ccc1Cl	-2	-7	-19	-3	6	2	13	1	7
CC(C)(C)N(Cc1cc2ccccc2[nH]c1=O)C(=O)c1ccco1	-5	-7	-38	3	-4	-9	1	1	-21
O=C(COC(=O)c1cnccn1)c1ccc(Cl)cc1	-20	0	7	2	-5	-5	3	1	16
CC(Sc1nc2ccccc2[nH]1)C(=O)NC1CCCCC1C (stereo not drawn)	14	3	-18	-1	12	2	11	2	8
COc1ccc(OCC(=O)NC(=O)c2ccccc2OC)c([N+](=O)[O-])c1	6	-2	0	1	12	-2	20	0	4
O=C(/C=C/c1cccc2ccccc12)c1ccncc1	nt	nt	nt	nt	15	15	nt	-25	-28
Cc1c(C)n(Cc2ccccc2)c2ncnc(NCCCN(C)C)c12	-5	-6	-8	3	1	-2	6	-1	19
O=C(CC1SC(N2CCCCC2)=NC1=O)Nc1ccc(C(=O)O)cc1 (stereo not drawn)	-8	4	-9	-2	-10	-2	9	2	-8
Cc1cc(C)cc(N(CC(=O)Nc2ccc(Br)cc2)S(=O)(=O)c2c(C)[nH]c(=O)[nH]c2=O)c1	5	-9	-8	-4	-11	2	1	1	8
O=C(NCC1CCCO1)c1nn2cccnc2c1Cl (stereo not drawn)	-11	-1	-14	-2	-8	-6	-4	-4	-13
Oc1[nH]c2ccccc2c1C=Nc1ccc2c(c1)OCCO2	nt	nt	nt	nt	53	7	nt	-61	5
CCCCNc1nc(=S)[nH]c2cc(OC)c(OC)cc12	12	-1	-9	-2	36	5	8	-3	-6
O=C(NCC1CCCO1)C1CCCN1C(=O)NC1CCCCC1 (stereo not drawn)	12	-4	7	-8	3	-4	1	-1	10
CCC(C)[C@H](NC(=O)N1CCC(C)CC1)C(=O)O (stereo partly drawn)	-32	3	-6	1	-10	-10	6	0	12
O=C(CC(NC(=O)c1ccccc1Cl)c1ccccc1)Nc1ccc2c(c1)OCO2 (stereo not drawn)	2	4	0	2	-10	1	-8	1	12
COC(=O)Cn1c(=O)c2c(n(Cc3ccccc3)c1=O)N/C(=C/c1ccc(Br)cc1)C2=O	18	9	-5	0	-39	8	-5	-36	-51
O=C(Nc1ccc2c(c1)OCO2)C1CC(=O)N(c2cccc(Cl)c2)C1 (stereo not drawn)	-1	2	4	5	-10	-6	17	1	-1
Cc1c(OCC(=O)N[C@@H](Cc2c[nH]c3ccccc23)C(=O)O)ccc2c1oc(=O)c1ccccc12	10	11	14	8	-29	2	0	5	-180
CC(C)(C)c1cc(-c2n[nH]c(=S)n2-c2ccccc2F)n[nH]1	1	-3	-27	-7	37	-1	24	0	7
COCCn1nnnc1C(c1ccccc1OC)N1CCN(c2ccccc2F)CC1 (stereo not drawn)	6	-2	-11	2	-1	0	16	1	10
Cc1nnsc1C(=O)N1CCCC(Nc2ccc(C(C)C)cc2)C1 (stereo not drawn)	3	2	-12	2	6	-2	16	0	6

Another view of some results above.
mol,Apaf1 inhib,SENP7 inh,SENP6 block,SENP8 block-1,PfG6PD inh,HKDC1 inh,NALP3 yeast inh,SENP1 FRET inh,SENP8 block-2
COC(=O)Cn1c(=O)c2c(n(Cc3ccccc3)c1=O)N/C(=C/c1ccc(Br)cc1)C2=O,18,9,-5,0,-39,8,-5,-36,-51
Cc1nnsc1C(=O)N1CCCC(Nc2ccc(C(C)C)cc2)C1 (stereo not drawn),3,2,-12,2,6,-2,16,0,6

The list goes on:
SMILES	Apaf1 inhib	SENP7 inh	SENP6 block	SENP8 block-1	PfG6PD inh	HKDC1 inh	NALP3 yeast inh	SENP1 FRET inh	SENP8 block-2
Cc1ccc(Nc2nc(Cl)c(C=O)s2)cc1Cl	9	87*	94*	93*	5	7	31	-28	-365
COc1cc(OC)cc(-c2nnc(NC(=O)CCS(=O)(=O)c3ccc(C)cc3)o2)c1	7	9	-1	6	-25	2	5	-12	-34
CCOc1ccc(Nc2ccc(C(=O)O)cc2[N+](=O)[O-])cc1	8	0	-1	-3	-1	2	24	1	27
CCOCCCNC(=O)CCCn1nc(C)n2c(cc3sccc32)c1=O	4	9	-2	-11	-7	-3	18	1	7
CNC(=O)C1CCN(S(=O)(=O)c2c(C)noc2/C=C/c2ccc(C)cc2)CC1	7	-5	3	3	-13	-6	13	3	-44
CCCNc1ncc2c(=O)[nH][nH]c(=O)c2n1	nt	nt	nt	nt	2	-7	nt	2	5
O=C(CN1C(=O)c2ccccc2S1(=O)=O)c1cccc(Br)c1	9	-1	4	9	-19	-6	6	0	6
Nc1nc(SCc2ccccc2Cl)[nH]c(=O)c1-c1ccccc1	10	6	0	6	2	4	7	2	24
CC1Cc2ccccc2N1S(=O)(=O)c1cccc(C(=O)N2CCCCC2)c1 (stereo not drawn)	13	4	0	8	5	-2	8	1	15
O=C(COc1ccccc1Cl)N1CCCCCCC1	0	-4	-8	-1	-12	5	-18	4	20
COc1ccccc1Oc1ccc(S(=O)(=O)N2CCN(C)CC2)cc1	-12	4	10	2	-10	-1	14	1	13
CN(C(=O)COC(=O)Cc1c(Cl)cccc1Cl)c1c(N)n(Cc2ccccc2)c(=O)[nH]c1=O	-1	0	-1	4	6	-6	15	0	13
CCN(CC)C(=O)C(=O)N/N=C/c1cccc(Br)c1	5	3	7	4	7	5	0	-2	24
O=C(CN(Cc1cccs1)S(=O)(=O)c1ccc(S(=O)(=O)NC2CCCCC2)cc1)Nc1ccccc1	5	6	-1	0	-7	-11	9	2	15
CCn1c(=O)n(C)c2c(=O)n(C)c(=O)n(C)c21	nt	nt	nt	nt	-11	-2	nt	-1	0
O=C(O)c1cccnc1Nc1ccc(Cl)cc1	12	21	66*	56*	-10	-6	3	2	18
COc1cccc(NC(=O)CCN2C(=O)c3ccccc3Sc3ncccc32)c1	-9	-8	17	-5	6	-1	9	0	13
Cc1cc2oc3ccc(NCCCn4ccnc4)cc3c(=O)c2cc1C	25	-3	21	0	20	16	-4	-29	-33
Cc1ccnc(NC(=O)c2c(-c3ccccc3Cl)noc2C)c1	-13	2	2	3	6	1	3	-2	4
COc1ccc(C)cc1-n1nnnc1SCC(=O)NC1CCCC1	4	-12	-5	-14	-11	-7	15	-1	-2
O=C(COC(=O)c1ccncc1)Nc1ccccc1	-3	-13	-5	-11	-3	-7	16	-16	-6
CN(C)c1ccc(C(O)P(=O)(OCc2ccccc2)c2ccc(N(C)C)cc2)cc1 (stereo not drawn)	13	-15	-12	-13	0	-3	-23	-1	2
CN(C)/C=N/c1sc2c(c1C#N)CCCCC2	12	-7	11	-20	-5	-5	23	1	32
COc1ccc2[nH]c3c(=O)n(CCCCC(=O)N4CCC(C(N)=O)CC4)c(=S)[nH]c3c2c1	8	-6	-16	-5	54	3	14	1	-163
CC(=O)C1=C(O)C(=O)N(CCCn2ccnc2)C1c1ccc(Br)cc1 (stereo not drawn)	-6	-3	2	-5	-7	-9	0	-1	6
Cc1c(O)cc2n(c1=O)-c1ccc(Cl)cc1C2(C)C	-8	-6	0	-5	-16	-6	1	2	-19
Cc1ccc(C(=O)N[C@H](C(=O)OCc2cc(=O)n3c(n2)sc2ccccc23)C(C)C)cc1	22	-6	-4	8	2	-2	11	-4	-92
COc1ccccc1-c1noc(CCC(=O)Nc2cccc(C)c2)n1	5	-2	-17	-1	29	-2	36	2	7
O=C(CCS(=O)(=O)c1ccc(Cl)cc1)Oc1ccc2c(c1)OCO2	1	14	-1	-2	28	9	14	-1	12
COc1ccc(N2CCN(C(=O)CCS(=O)(=O)c3cccc4nsnc34)CC2)cc1	15	6	2	0	2	-8	8	0	24
CCc1nn(CC(=O)NCCc2ccc(S(N)(=O)=O)cc2)c(=O)c2cc3sccc3n12	2	-14	14	-7	3	-1	7	-1	4
COc1ccc(C2CC(=O)C=C(NCC3CCCO3)C2)cc1 (stereo not drawn)	13	6	-2	2	5	-3	8	-1	19
CCOc1ccc(N2C(=O)CSC2=S)cc1	4	9	17	3	26	-4	22	-2	6
COc1ccc(C2(O)C(=O)Nc3ccc(C)cc32)cc1OC (stereo not drawn)	-3	-8	-24	-6	-31	-4	5	1	20
Nc1cc(Cl)ccc1C(=O)OCC(=O)NC(=O)NCc1ccccc1	6	6	6	1	-3	14	19	-1	-421
CCCSc1nnc(-c2c[nH]c3ccccc23)n1CC	4	-3	-10	15	-4	-4	8	0	10
CCOC(=O)Cn1nc(C)c(-c2ccccc2)c1N	-4	0	2	-1	5	-7	6	3	16
COc1ccc(-c2nnc(SCc3c(C)noc3C)o2)cc1	8	-10	-28	-11	-13	3	12	2	13
CC(=O)N(C(C)=O)c1cccc(N(Cc2ccccc2)Cc2ccccc2)c1	nt	nt	nt	nt	8	1	nt	-2	9
CCCc1cc(=O)[nH]c(SCC(=O)NC(=O)OCC)n1	6	-11	-25	-4	18	-8	-6	4	4
Cc1[nH]n(-c2cccc3ccccc23)c(=O)c1/C=N/c1sc2c(c1C#N)CCC2	2	-1	7	4	5	1	8	-3	14
CCN1CCN(C(=S)NC(=O)c2cccs2)CC1	-8	-3	-11	3	3	-5	12	-18	0
COc1ccc(/C=N/NC(=O)c2ccccc2)cc1OS(=O)(=O)c1ccccc1	-5	-4	-1	1	13	-8	-2	-2	12
COc1cccc(CN(C(=O)COc2ccc(C)cc2)C2CCS(=O)(=O)C2)c1 (stereo not drawn)	-2	-2	-1	-5	8	-2	1	-1	17
Cc1ccc(-c2[nH]nc3c2C(c2ccoc2)C(C#N)=C(N)O3)cc1C (stereo not drawn)	30	13	26	15	6	17	6	-10	18
Cc1cccc2nc(-c3cccnc3)c(NCCC(C)C)n12	11	4	-11	3	3	4	1	-8	-435
CC1CC(C)CN(CCC(=O)Nc2ccc3c(c2)CCC3)C1 (stereo not drawn)	-5	5	0	8	-7	-11	15	1	10
Cc1cc(N2CC(=O)N(CCc3ccccc3)C(=O)C2)n2ncnc2n1	3	-1	-7	-2	5	1	2	5	24
O=C(Nc1ccccc1)c1ccco1	1	6	4	-22	-11	-5	16	0	6
O=C(NCc1ccccc1)NC12CC3CC(CC(C3)C1)C2	1	-1	16	3	12	7	40	-2	12
CCn1c(SCC(=O)N2CCCCC2)nc2c1c(=O)n(C)c(=O)n2C	4	1	-7	-2	-3	-5	13	0	2

Four compounds from above with just SENP7 inh and HKDC1 inh:
structure	SENP7 inh	HKDC1 inh
CC(=O)Nc1ccc(S(=O)(=O)NCC(=O)NCCCc2ccccc2)cc1	-1	-1
O=C(CN1C(=O)c2ccccc2S1(=O)=O)c1cccc(Br)c1	-1	-6
O=C(COC(=O)c1cnccn1)c1ccc(Cl)cc1	0	-5
Cc1cc(C)cc(N(CC(=O)Nc2ccc(Br)cc2)S(=O)(=O)c2c(C)[nH]c(=O)[nH]c2=O)c1	-9	2

Assay outcomes from PubChem BioAssay.
